GLS inh: glutaminase GLS (human) inhibition; O94925; AID 624170; GLS enzymatic activity, qHTS titration; 410,000 compounds, 0.21% hits; Potency, µM (series often up to 45.5 µM), for the others: at the top dose activity change, negative = inhibition, actives largely listed as inhibitors; also: % is scaled to controls: 0 for no effect and ±100 for the full control effect
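hKGA in 45 mM KH2PO4 (pH 8.2), 0.02% Tween-20 with compound, then 1mM L-Glutamine (stock as added) plus glutamate oxidase/HRP/Amplex red coupling mix. Fluorescence read initially and after 30 min at RT; signal change reflects glutamate formation.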
ERG Ets-DNA blk: blocks human ERG Ets domain binding to DNA; P11308; 370,000 compounds, 0.028% hits; fluorescence polarization, His-ERG Ets domain / labelled DNA; Potency, µM (highest dose often 76.9 µM), without a hit: top-dose FP activity, negative = inhibition, most hits filed as inhibitors; active = well fitted inhibition curve with a large enough effect in the polarisation, with a control signal flat; inconclusive = small, poorly fitted or top-dose-only effect, or effect the other way, or a change in a side signal; inactive = no such curve, though single readings can be large or run the other way; the % refers to the polarisation;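 also: polarization taken with two DNA probes labelled with fluorescein and Texas red; % of control where 0% means no effect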
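His-tagged ERG Ets domain (1 uM in the protein solution; 300mM KCl, 50mM Tris-HCl, 1mM EDTA, 1mM DTT, pH 7.5) received compound, then a probe mix of 5 nM fluorescein-DNA and 100nM Texas-615-DNA. Fluorescence polarization was read for both dyes.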
JMJD2A Tudor: JMJD2A Tudor domain (human) inhibition; AlphaScreen JMJD2A-Tudor / H3K4me3 peptide binding; Potency, µM (top dose mostly 114 µM), without a hit: at the top dose activity change, negative = inhibition, actives largely listed as inhibitors; 390,000 compounds, 4.4% hits; O75164; also: % is scaled to controls: 0 for no effect and ±100 for the full control effect; nearly all actives have a fitted effect of over 50% in size
RGS4 inhibitor: blocks human RGS4-accelerated GTP hydrolysis; P49798; Transcreener GDP fluorescence polarization, RGS4-accelerated GTP hydrolysis; Potency, µM (titrated, usually from 114 µM), for inactives: at the highest dose activity change, negative = inhibition, actives largely listed as inhibitors; 390,000 compounds, 0.039% hits; AID 504845; also: % is scaled to controls: 0 for no effect and ±100 for the full control effect; nearly all actives have a fitted effect of over 75% in size; some results filed as inactive show a strong effect at the top dose
Target sequence (P49798 whole entry, looked up): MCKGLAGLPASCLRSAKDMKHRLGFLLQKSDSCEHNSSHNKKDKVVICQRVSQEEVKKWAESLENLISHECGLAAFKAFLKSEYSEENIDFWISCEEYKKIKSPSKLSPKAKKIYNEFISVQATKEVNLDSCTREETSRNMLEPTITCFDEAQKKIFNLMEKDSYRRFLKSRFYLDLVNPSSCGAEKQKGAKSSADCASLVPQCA
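MLSMR compounds (23 nl, pin-transferred) preincubated 10 min at room temperature with a 500nM (2x) first reagent, then RGS4 at 900nM (2x) plus Transcreener GDP mix added; fluorescence polarization (620/688 nm) read before and after 90 min at 30 °C.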
TrxR1 inh: rat TrxR1 inhibition; O89049; Potency, µM (titrated, usually from 114 µM), for inactives: top-dose activity change, negative = inhibition, most hits filed as inhibitors; AID 588453; recombinant rTrxR1, NADPH fluorescence consumption, selenite substrate; 390,000 compounds, 1% hits; also: % is scaled to controls: 0 for no effect and ±100 for the full control effect; nearly all actives have a fitted effect of over 65% in size
Target sequence (O89049 whole entry, looked up): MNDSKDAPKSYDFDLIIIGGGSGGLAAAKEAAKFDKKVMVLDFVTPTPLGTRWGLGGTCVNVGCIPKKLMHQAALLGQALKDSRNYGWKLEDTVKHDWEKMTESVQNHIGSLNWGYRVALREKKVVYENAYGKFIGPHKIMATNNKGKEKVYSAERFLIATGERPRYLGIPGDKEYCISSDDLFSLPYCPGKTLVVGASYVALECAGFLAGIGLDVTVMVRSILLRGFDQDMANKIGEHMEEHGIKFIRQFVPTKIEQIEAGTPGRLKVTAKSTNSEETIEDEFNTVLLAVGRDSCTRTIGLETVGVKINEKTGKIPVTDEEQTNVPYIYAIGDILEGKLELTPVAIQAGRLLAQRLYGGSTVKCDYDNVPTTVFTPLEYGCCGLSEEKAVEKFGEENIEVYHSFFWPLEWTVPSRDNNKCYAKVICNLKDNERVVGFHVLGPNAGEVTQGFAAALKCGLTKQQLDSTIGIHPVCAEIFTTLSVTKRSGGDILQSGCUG
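Rat TrxR1 (90 nM in the dispensed reagent) was pre-reduced with 400 uM NADPH for 5 min at room temperature, then incubated with compound for 15 min. After 400 uM selenite was added, NADPH fluorescence (Ex 340/Em 450 nm) was followed for 8 min.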
PGK inhibitor: inhibitors of T. brucei phosphoglycerate kinase | PGK/GAPDH coupled, Kinase-Glo luminescence, 60 min | 380,000 compounds, 0.043% hits | Potency, µM (doses to about 57.5 µM), inactives show top-dose activity change, negative = inhibition, actives largely listed as inhibitors; also: % is scaled to controls: 0 for no effect and ±100 for the full control effect; nearly all actives have a fitted effect of over 60% in size
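Luminescent ATP detection (Kinase-Glo Plus) follows a 60-minute room-temperature incubation, with wells lacking PGK as controls. Buffer: 100 mM TEA (pH 7.6), 5 mM MgCl2, 0.01% Tween-20. Coupling enzyme GAPDH (100 nM final) supplies unstable 1,3-BPG in-well.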
Pin1 inhibitor: inhibitors of human Pin1; Q13526; Pin1 FP peptide displacement, HiFluor488, 10 min; Potency, µM (top dose mostly 115 µM), for the others: at the highest dose activity, negative = inhibition, most hits filed as inhibitors; 390,000 compounds, 0.009% hits; active = well fitted inhibition curve with a large enough effect in the polarisation, with a control signal flat, not every such curve was filed as active; inconclusive = small, poorly fitted or top-dose-only effect, or effect the other way, or a change in a side signal; inactive = no such curve, though single readings can be large or run the other way; the % refers to the polarisation; also: % is scaled to controls: 0 for no effect and ±100 for the full control effect
Target sequence (Q13526 whole entry, looked up): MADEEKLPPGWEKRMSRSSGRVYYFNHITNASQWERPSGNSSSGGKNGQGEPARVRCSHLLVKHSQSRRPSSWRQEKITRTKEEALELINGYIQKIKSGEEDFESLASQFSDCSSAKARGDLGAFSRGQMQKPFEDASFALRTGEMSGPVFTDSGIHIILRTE
ALOX12 inh: inhibitors of human 12S-lipoxygenase ALOX12 | P18054 | purified 12hLO, xylenol orange hydroperoxide absorbance | Potency, µM (highest dose often 108 µM), without a hit: top-dose activity change, negative = inhibition, usual class: inhibitors | 580,000 compounds, 1.1% hits | AID 1671190; also: % is scaled to controls: 0 for no effect and ±100 for the full control effect
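Hydroperoxide product was detected by ferrous iron/xylenol orange as the 573 to 405 nm absorbance ratio. Arachidonic acid at 40 uM (final) was turned over for 30 min at room temperature by 150 nM human 12hLO, pH 7.0 Hepes buffer, after 15 min compound preincubation.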
HP1b binding inh: HP1-beta chromodomain-methylated histone interaction inhibition | P83916 | AlphaScreen HP1-beta / biotin-H3K9me3 peptide binding | Potency, µM (doses to about 114 µM), without a hit: at the highest dose activity change, negative = inhibition, hits mostly inhibitors | 390,000 compounds, 0.56% hits | AID 540317; also: nearly all actives have a fitted effect of over 70% in size; inactives centre near 23
Target sequence (P83916 whole entry, looked up): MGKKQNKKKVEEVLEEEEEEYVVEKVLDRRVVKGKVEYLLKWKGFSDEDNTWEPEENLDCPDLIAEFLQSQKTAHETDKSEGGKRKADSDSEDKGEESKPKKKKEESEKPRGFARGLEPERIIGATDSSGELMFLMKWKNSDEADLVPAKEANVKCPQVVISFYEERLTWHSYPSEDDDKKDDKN
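AlphaScreen: HP1-beta (50 nM) preformed 30 min with biotin-H3(1-18)K9me3 peptide (50 nM) in PBS pH 7.4, 0.01% Tween-20. Compound added for 30 min at RT, then streptavidin donor/nickel chelate acceptor beads (10 ug/mL) for 30 min.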
Starred values were filed as active, the others as inactive; [ ] = remark or other dose. Unless noted, calls follow the shape of the dose curve; as a rule, active = well fitted curve in the direction sought with a large enough effect; inconclusive = small, poorly fitted or top-dose-only effect, or another doubt; inactive = no such curve, though single readings can be large; an effect the other way counts as inactive or inconclusive. Potency is read from the fitted curve at half-maximal effect.

For CCOC(=O)C1CCN(S(=O)(=O)c2ccc(OCC)cc2)CC1 the results were GLS inh -2%, ERG Ets-DNA blk 1%, JMJD2A Tudor 5%, RGS4 inhibitor 7%, TrxR1 inh -2%, PGK inhibitor -7%, Pin1 inhibitor -3%, ALOX12 inh inactive and HP1b binding inh 38%.
Screening Cc1cc(NC(=O)CCC(=O)N(CC(=O)NCC2CCCO2)c2cccc(F)c2)no1 (configuration not stated) returned GLS inh -1%, ERG Ets-DNA blk -8%, JMJD2A Tudor -18%, RGS4 inhibitor -15%, TrxR1 inh 18%[57.1 µM], PGK inhibitor -2%, Pin1 inhibitor 2%, ALOX12 inh 7% and HP1b binding inh 34%[activator].
For COCC(=O)Nc1nc(-c2ccc(-c3ccccc3)cc2)cs1 the results were GLS inh 5%, ERG Ets-DNA blk -6%, JMJD2A Tudor -15%, RGS4 inhibitor 8%, TrxR1 inh 7%[57.1 µM], PGK inhibitor inactive, Pin1 inhibitor 1%, ALOX12 inh 4% and HP1b binding inh 64%[activator].
O=C(Cn1cnc2ccccc2c1=O)Nc1cccc(S(=O)(=O)N2CCCCC2)c1 was read as GLS inh 4%, ERG Ets-DNA blk 3%, JMJD2A Tudor -17%[11.4 µM], RGS4 inhibitor 20%[11.4 µM], TrxR1 inh -9%, PGK inhibitor -4%, Pin1 inhibitor 0%, ALOX12 inh -2% and HP1b binding inh -2%.
`CN(C(=O)c1ccccc1OC1CCN(S(C)(=O)=O)CC1)C1CCOC1` (configuration not stated) gave GLS inh 2%, ERG Ets-DNA blk -1%, JMJD2A Tudor -20%, RGS4 inhibitor 17%, TrxR1 inh 12%[57.1 µM], PGK inhibitor 1%, Pin1 inhibitor 3%, ALOX12 inh -9% and HP1b binding inh 18%.
Screening S=C(NCc1ccccc1)NCc1cccc(CNC(=S)NCc2ccccc2)c1 returned GLS inh 65%[activator], ERG Ets-DNA blk 2%, JMJD2A Tudor inconclusive, RGS4 inhibitor 0%[11.4 µM], TrxR1 inh 2%, PGK inhibitor 5%, Pin1 inhibitor 20%, ALOX12 inh 32µM* and HP1b binding inh -38%.
For O=C(COC(=O)CC1CCS(=O)(=O)C1)Nc1ccc(F)cc1 (configuration not stated) the results were GLS inh -4%, ERG Ets-DNA blk 4%, JMJD2A Tudor -8%, RGS4 inhibitor -17%, TrxR1 inh 18%, PGK inhibitor -4%, Pin1 inhibitor 1%, ALOX12 inh 165%[activator] and HP1b binding inh 43%[activator].
Screening N#Cc1ccccc1OCc1cccc(S(=O)(=O)N2CCOCC2)c1 returned GLS inh -3%, ERG Ets-DNA blk 9%, JMJD2A Tudor -15%, RGS4 inhibitor 2%, TrxR1 inh 16%, PGK inhibitor inactive, Pin1 inhibitor -8%, ALOX12 inh 8% and HP1b binding inh 32%.
`CC(NS(=O)(=O)c1ccc(OCC(=O)NCc2ccncc2)cc1)c1ccccc1` (configuration not stated) gave GLS inh 2%, ERG Ets-DNA blk 1%, JMJD2A Tudor 4%, RGS4 inhibitor 5%, TrxR1 inh 20%[57.1 µM], PGK inhibitor 4%, Pin1 inhibitor 1%, ALOX12 inh -18% and HP1b binding inh 16%.
Screening CC(C)C(NC(=O)c1ccccc1F)C(=O)NCc1ccc(S(=O)(=O)N2CCOCC2)cc1 (configuration not stated) returned GLS inh 9%, ERG Ets-DNA blk -4%, JMJD2A Tudor -16%, RGS4 inhibitor -4%, TrxR1 inh 4%[57.1 µM], PGK inhibitor 10%, Pin1 inhibitor 4%, ALOX12 inh -3% and HP1b binding inh 9%.
O=[N+]([O-])c1ccc(C(O)CN2CCN(C/C=C/c3ccccc3)CC2)cc1 (configuration not stated) was read as GLS inh -5%, ERG Ets-DNA blk -11%, JMJD2A Tudor -25%, RGS4 inhibitor 20%, TrxR1 inh 3%, PGK inhibitor 2%, Pin1 inhibitor 0%, ALOX12 inh -24% and HP1b binding inh 3%[57 µM].
For Cn1c(Oc2ccccc2)c(C=O)c2ccccc21 the results were GLS inh 1%, ERG Ets-DNA blk -4%, JMJD2A Tudor 10%, RGS4 inhibitor -16%, TrxR1 inh 9%, PGK inhibitor -9%, Pin1 inhibitor -5%, ALOX12 inh 8% and HP1b binding inh 73%[activator].
For CC(C)c1ccccc1NC(=O)CSc1nnc(COc2ccccc2)o1 the results were GLS inh 1%, ERG Ets-DNA blk 0%, JMJD2A Tudor -8%, RGS4 inhibitor -14%, TrxR1 inh 3%, PGK inhibitor inactive, Pin1 inhibitor -7%, ALOX12 inh -10% and HP1b binding inh 43%[activator].
O=C(COc1ccc2ccccc2c1)N1CCN(C(=O)c2ccc([N+](=O)[O-])cc2)CC1 was read as GLS inh -11%, ERG Ets-DNA blk 11%, JMJD2A Tudor -14%, RGS4 inhibitor -16%, TrxR1 inh 24%[57.1 µM], PGK inhibitor inactive, Pin1 inhibitor 2%, ALOX12 inh -16% and HP1b binding inh 36%.
For CCc1cc2c(=O)[nH]c(COC)nc2s1 the results were GLS inh 6%, ERG Ets-DNA blk 2%, JMJD2A Tudor 3%, RGS4 inhibitor 27%, TrxR1 inh 19%[57.1 µM], PGK inhibitor 0%, Pin1 inhibitor -5%, ALOX12 inh -9% and HP1b binding inh 18%.
For Cc1nn(-c2ccccc2)c2c1C(=O)N(Cc1ccccc1)C(=O)C(C)(C)C2 the results were GLS inh 2%, ERG Ets-DNA blk 6%, JMJD2A Tudor 9%, RGS4 inhibitor 23%, TrxR1 inh 16%[57.1 µM], PGK inhibitor -4%, Pin1 inhibitor 0%, ALOX12 inh 0% and HP1b binding inh 70%[activator].
O=C(O)c1c2c(nc3ccccc13)/C(=C/c1ccc(O)cc1)CCC2 was read as GLS inh -2%, ERG Ets-DNA blk -8%, JMJD2A Tudor -14%, RGS4 inhibitor -45%[56.9 µM], TrxR1 inh -25%, PGK inhibitor -10%, Pin1 inhibitor -1%, ALOX12 inh inconclusive and HP1b binding inh 27%.
For CCN(CC)S(=O)(=O)c1ccc(N2CCCC2)c(NS(=O)(=O)c2ccc(F)cc2)c1 the results were GLS inh -11%, ERG Ets-DNA blk -10%, JMJD2A Tudor -18%, RGS4 inhibitor -35%, TrxR1 inh -13%, PGK inhibitor 8%, Pin1 inhibitor 0%, ALOX12 inh inconclusive and HP1b binding inh 23%.
Screening Cc1ccc(CCNC(=O)CN2CCN(Cc3ccc(Cl)cc3)C2=O)cc1 returned GLS inh -2%, ERG Ets-DNA blk 0%, JMJD2A Tudor 3%, RGS4 inhibitor -7%, TrxR1 inh 8%, PGK inhibitor -1%, Pin1 inhibitor -2%, ALOX12 inh 0% and HP1b binding inh 38%.
Screening COc1ccc(C2=NOC(C(=O)Nc3c(C)n(C)n(-c4ccccc4)c3=O)C2)cc1 (configuration not stated) returned GLS inh -1%, ERG Ets-DNA blk 17%, JMJD2A Tudor -11%, RGS4 inhibitor 16%, TrxR1 inh 15%, PGK inhibitor -3%, Pin1 inhibitor 4%, ALOX12 inh -8% and HP1b binding inh 36%[activator].
`COc1ccc(CCNC(=O)CCCCC(=O)NCCc2ccc(OC)cc2)cc1` gave GLS inh 1%, ERG Ets-DNA blk -8%, JMJD2A Tudor 4%, RGS4 inhibitor -12%, TrxR1 inh 29%, PGK inhibitor -9%, Pin1 inhibitor 1%, ALOX12 inh -2% and HP1b binding inh 32%.
Screening COc1ccc(S(=O)(=O)N2CCC(C(=O)NCC3CCCCC3)CC2)cc1 returned GLS inh 7%, ERG Ets-DNA blk -2%, JMJD2A Tudor 9%, RGS4 inhibitor -3%, TrxR1 inh 14%[57.1 µM], PGK inhibitor -2%, Pin1 inhibitor 1%, ALOX12 inh -23% and HP1b binding inh 26%.
For O=C1C2C3c4ccccc4C(c4ccccc43)C2C(=O)N1c1cccc2cccnc12 (configuration not stated) the results were GLS inh 0%, ERG Ets-DNA blk -2%, JMJD2A Tudor 1%, RGS4 inhibitor -40%, TrxR1 inh 11%, PGK inhibitor -1%, Pin1 inhibitor -4%, ALOX12 inh -6% and HP1b binding inh 5%.
CCOC(=O)c1c(NC(=O)c2nn(CC)cc2Br)c(C#N)cn1-c1ccccc1 was read as GLS inh 1%, JMJD2A Tudor -18%, RGS4 inhibitor 10%, TrxR1 inh 9%, PGK inhibitor 8%, Pin1 inhibitor 15%, ALOX12 inh 0% and HP1b binding inh 7%.
For COc1ccc(/C=N/NC(=O)c2ccn[nH]2)cc1COc1ccc(Cl)cc1 the results were GLS inh -8%, ERG Ets-DNA blk -10%, JMJD2A Tudor -21%, RGS4 inhibitor -7%, TrxR1 inh -12%, PGK inhibitor -6%, Pin1 inhibitor -2%, ALOX12 inh 0% and HP1b binding inh 23%.
Screening COc1ccc(C)cc1NC(=O)CNC(c1ccccc1)c1ccc(C)cc1 (configuration not stated) returned GLS inh -10%, ERG Ets-DNA blk -1%, JMJD2A Tudor 10%, RGS4 inhibitor 21%, TrxR1 inh 10%, PGK inhibitor inactive, Pin1 inhibitor 1%, ALOX12 inh 0% and HP1b binding inh 31%.

Some of the compounds tested. The share of hits here may be higher or lower than overall.
